PfGluPho inh: PfG6PD (Plasmodium falciparum) enzyme inhibition; AID 504690; inhibition, % at 20 µM; 0.78% of 350,000 active; PfGluPho enzyme, NADPH resazurin-diaphorase fluorescence;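 active means inhibition reaching at least a set limit at 20 µM in the primary screen, cut at about 59% in these data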;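 further: 0% = DMSO wells with substrate and 100% = DMSO wells lacking glucose-6-phosphate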
SENP1 inh: inhibitors of human SENP1 SUMO protease catalytic domain. 0.21% of 360,000 active. recombinant SENP1 catalytic domain, CyPet-SUMO1-YPet FRET cleavage. inhibition, % at 10 µM. AID 624204;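 active means inhibition at least 30% at 10 µM, raw YFP signal under a set limit, fluorescence ratio 0.5 to 1.5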;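 further: 0% = enzyme with DMSO and 100% = no enzyme wells; some results filed as inactive read as strong as hits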
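Material – human SENP1 catalytic domain · Input – SENP1 enzyme, 20 pM final · Compound dosing – single concentration of 10 µM compound, 0.5% DMSO final · Timing – enzyme reaction for 50 min at room temperature, dark · Measured by – FRET fluorescence in CFP and YFP emission channels · Control set – no-enzyme wells low, DMSO-plus-enzyme wells high control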
SENP8 block-1: SENP8 (human) protease inhibition. 0.64% of 360,000 active. inhibition, % at 20 µM. Q96LD8. recombinant SENP8, Nedd8 substrate fluorescence. AID 602440; in the data active means inhibition mostly above about 40%, no sharp cut-off; inactive means mostly below about 27%
Apaf1 inhib: inhibitors of human Apaf-1 apoptosome; O14727; reconstituted apoptosome caspase-3 activity, DEVD-Rh110 fluorescence; inhibition, % at 20 µM; 0.71% of 330,000 active; active means inhibition of at least 40% at 20 µM;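 further: plate controls were DMSO wells for no effect and DEVD-CHO caspase inhibitor wells for full effect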
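detection = Rh110 fluorescence intensity | test system = biochemical Apaf-1 apoptosome reconstitution | also added = cytochrome c and DEVD-Rh110 substrate | schedule = 30 min plus 50 min, RT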
HKDC1 inhibitor: HKDC1 (human) hexokinase inhibition | Q2TB90 | recombinant HKDC1, G6PDH/diaphorase resazurin coupled fluorescence | inhibition, % at 20 µM | 0.16% of 340,000 active | AID 493160;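 active means inhibition above about 35% when tested at 20 µM, limit read from the data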;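 further: plate controls were DMSO wells with enzyme for no effect and DMSO wells lacking enzyme for full effect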
Target sequence (Q2TB90 whole entry, looked up): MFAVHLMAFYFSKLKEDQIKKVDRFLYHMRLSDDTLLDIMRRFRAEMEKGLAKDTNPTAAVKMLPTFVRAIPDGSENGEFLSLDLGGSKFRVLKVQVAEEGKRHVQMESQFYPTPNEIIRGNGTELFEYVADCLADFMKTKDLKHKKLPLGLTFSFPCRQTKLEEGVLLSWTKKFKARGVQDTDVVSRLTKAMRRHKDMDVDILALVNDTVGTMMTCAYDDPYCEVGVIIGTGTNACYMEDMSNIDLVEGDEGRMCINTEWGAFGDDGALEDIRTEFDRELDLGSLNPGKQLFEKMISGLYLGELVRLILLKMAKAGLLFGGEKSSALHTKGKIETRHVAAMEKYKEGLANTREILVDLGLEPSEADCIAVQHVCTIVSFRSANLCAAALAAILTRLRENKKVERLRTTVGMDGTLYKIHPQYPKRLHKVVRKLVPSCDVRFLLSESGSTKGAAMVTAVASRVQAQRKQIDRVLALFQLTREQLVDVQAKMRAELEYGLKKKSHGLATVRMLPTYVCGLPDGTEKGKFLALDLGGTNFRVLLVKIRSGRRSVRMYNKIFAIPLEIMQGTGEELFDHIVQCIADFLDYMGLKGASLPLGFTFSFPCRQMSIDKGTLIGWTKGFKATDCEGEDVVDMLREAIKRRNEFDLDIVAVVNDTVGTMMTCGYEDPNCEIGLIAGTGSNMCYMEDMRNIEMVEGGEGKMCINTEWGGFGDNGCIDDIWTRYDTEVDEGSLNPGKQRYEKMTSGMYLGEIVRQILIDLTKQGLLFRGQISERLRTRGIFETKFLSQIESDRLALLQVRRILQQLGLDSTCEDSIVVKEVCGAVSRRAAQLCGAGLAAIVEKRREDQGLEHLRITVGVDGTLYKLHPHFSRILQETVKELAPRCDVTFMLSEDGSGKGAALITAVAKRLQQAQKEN
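Assay system: recombinant HKDC1 hexokinase; detection: coupled resazurin fluorescence, excitation 525 nm, emission 613 nm; benchmarks: DMSO-plus-enzyme-mix negative control, buffer-substituted positive control; compound dosing: single 20 µM dose; schedule: 90 min at room temperature in dark; also added: glucose plus 1 mM ATP as hexokinase substrates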
NALP3 yeast inh: blocks the NALP3 inflammasome reconstituted in yeast. Yeast reconstituted NLRP3/ASC/caspase-1, beta-gal luminescence, 24 h. inhibition, % at 10 µM. 0.39% of 330,000 active. AID 2825;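 active means inhibition of 50% or more; inactive means inhibition below 50%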;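 further: plate controls were induced DMSO wells for no effect and uninduced yeast grown without galactose for full effect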
SENP6 inh: blocks the human protease SENP6; Recombinant SENP6 catalytic domain, aminoluciferin luminescence; inhibition, % at 10 µM; 1.8% of 330,000 active; Q9GZR1;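 active means inhibition above about 50% at the single tested dose, limit read from the data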;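 further: plate controls were DMSO wells with enzyme for no effect and DMSO wells lacking enzyme for full effect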
SENP7 block: SENP7 protease inhibition; Q9BQF6; recombinant SENP7, Z-RLRGG-aminoluciferin luminescence, 40 min; inhibition, % at 5 µM; 1.5% of 330,000 active;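 active means inhibition above about 50% at the single test dose, limit read from the data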;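 further: plate controls were DMSO with enzyme for no effect and no enzyme buffer wells for full effect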
SENP8 block-2: blocks the human protease SENP8; AID 2540; inhibition, % at 10 µM; purified SENP8, Z-RLRGG-aminoluciferin cleavage, luminescence; 1.2% of 330,000 active; in the data active means inhibition above about 50%
Starred values were filed as active, the others as inactive; i = inactive; / = no result given. An unsorted share of the library (roughly 4.1% active in at least one column).

SMILES	PfGluPho inh	SENP1 inh	SENP8 block-1	Apaf1 inhib	HKDC1 inhibitor	NALP3 yeast inh	SENP6 inh	SENP7 block	SENP8 block-2
COc1ccc(-c2nnc(SC(C)C(=O)Nc3cccc(Cl)c3)o2)cc1 (stereo not drawn)	7	1	17	23	1	25	-20	-5	-11
Cc1ccc(S(=O)(=O)NCCC(=O)N2CC(C)OC(C)C2)cc1 (stereo not drawn)	2	1	3	4	-4	-3	-6	-4	2
Cn1cccc1C(=O)NNC(=O)COc1ccccc1F	6	-4	8	-4	0	7	-2	-2	-2
O=C(NCc1cccnc1)c1cc(-c2ccc(Cl)cc2)oc1C(F)(F)F	25	0	9	11	3	11	-7	-5	-6
O=C(O)CCCC(=O)Nc1ccc(-n2ccc(C(F)(F)F)n2)cc1	-8	0	24	-17	-4	15	0	0	-1
COc1ccc(CNc2ccc([N+](=O)[O-])cc2C)cc1	-3	-2	36	3	4	15	-15	2	1
COCc1cc(=O)[nH]c(/N=C(\N)Nc2c(F)cccc2F)n1	-3	-1	15	-1	-5	1	4	-7	-6
Fc1ccccc1CSc1nc2ncc(Br)cc2[nH]1	21	-10	7	4	2	9	-2	3	-1
CC1(C)CC(=O)C=C(Nc2ccc(C(=O)O)c(O)c2)C1	4	-92	-29	4	-3	13	-1	11	4
COc1ccccc1CN1C[C@@H]2C[C@@H](c3ccccc3OC)N3CCC[C@@]23C1=O	11	-8	6	-22	-7	11	8	10	5
COc1ccc(C(=O)C[n+]2ccccc2/C=N/O)cc1	-4	-20	-33	2	-7	25	-6	-2	-17
CCOc1ccc(/C=C/c2c([N+](=O)[O-])c(=O)n(C)c(=O)n2C)cc1	10	2	20	13	-5	34	-18	-3	-9
O=C(O)CS(=O)CC(=O)Nc1cccc(C(F)(F)F)c1 (stereo not drawn)	-8	1	6	4	-6	6	-10	1	7
Cc1cc(Cn2ccnc2)c(C)cc1Cn1ccnc1	-6	1	6	-5	-6	1	4	-8	-4
COc1ccc(Cl)c(NC(=O)NCCN2CCN(c3ccccc3)CC2)c1	-14	1	26	4	-3	23	-3	-12	-8
CCOC(=O)c1c(C)[nH]c(C)c1C(=O)CSc1nc(N)cc(=O)[nH]1	-9	-8	-3	-6	-8	7	-3	-1	1
O=[N+]([O-])c1cc(N=Nc2ccc3ccccc3c2)ccc1O	-10	6	36	/	-4	/	/	/	/
O=C(NC1CC1)C1=C[C@@H](c2coc3ccccc3c2=O)C[C@@H](OCCCCO)O1	18	-6	-20	-2	-5	16	-18	-3	-11
COc1ccc(-c2csc3ncnc(NCCN4CCOCC4)c23)cc1	16	-6	8	12	-3	10	-8	0	2
Cn1c(N)c(N=O)c(=O)n(C)c1=S	4	-3	14	/	-4	/	/	/	/
CCCOc1ccc(C(CC(=O)O)NS(=O)(=O)c2ccc(NC(C)=O)cc2)cc1 (stereo not drawn)	2	1	9	-1	-5	6	-12	-6	-11
COc1ccc(CC(=O)N(Cc2ccccc2)c2ccc(C)cc2)cc1S(=O)(=O)N1CCOCC1	9	-9	-15	43*	33	19	-7	6	-13
O=C(O)c1ccc(CNCc2ccc(F)cc2)cc1	-11	1	-8	-2	-1	4	16	9	19
Cc1cc(C)cc(Oc2coc3cc(OC(=O)c4cccs4)ccc3c2=O)c1	-6	-1	-66	i	6	24	15	5	11
CC1CCCCC1NC(=O)NC(=O)COC(=O)c1nccnc1N (stereo not drawn)	-1	-16	-499	-6	-7	7	12	-5	10

Continued.
SMILES	PfGluPho inh	SENP1 inh	SENP8 block-1	Apaf1 inhib	HKDC1 inhibitor	NALP3 yeast inh	SENP6 inh	SENP7 block	SENP8 block-2
OC(COc1ccc(F)cc1Cl)CN1CCc2ccccc2C1 (stereo not drawn)	-10	1	29	6	4	23	-6	-4	8
CN(CC(=O)Nc1ccc(F)cc1)C(=O)c1ccc(OCc2cn3ccccc3n2)cc1	-1	0	-34	13	-6	10	-7	-7	-18
Cc1ncoc1C(=O)N1CCc2c([nH]c3ccccc23)C1C1CCCCC1 (stereo not drawn)	0	-52	-13	7	-7	15	-14	-2	0
Cc1cc(OCC(=O)Nn2cnnc2)ccc1Br	-20	1	7	1	-9	3	-4	-10	-10
CCCCNC(=S)N/N=C/c1ccc(OCC(=O)Nc2c(C)cc(C)cc2C)c(OC)c1	-7	2	12	8	-9	7	-8	-8	-4
Cc1ccnc(-n2c(CCN3C(=O)c4ccccc4C3=O)nc3ccccc3c2=O)c1	-2	1	-11	5	-1	-4	0	1	-2
c1ccc(-c2cnnc(N3CCOCC3)n2)cc1	5	0	12	0	-5	-3	6	-6	-8
CCOC(=O)C(/C=C(\C#N)C(=O)OCC)=C(/N)N1CCN(c2ccc(OC)cc2)CC1	-12	0	24	3	4	10	-7	5	-10
O=C(Nc1ccc(O)cc1)c1ccc(NC(=O)C2CCCO2)cc1 (stereo not drawn)	-2	2	4	4	-1	10	-2	2	2
c1ccc(N2CCN(c3nc(NCc4ccco4)c4ccccc4n3)CC2)cc1	7	-21	-274	23	3	46	-16	12	-6
COC(=O)CC(CP(=O)(O)CN(C)C=O)C(=O)OC (stereo not drawn)	-5	0	18	-28	-5	6	-8	-2	-6
O=C1C=C(NCCNc2c(F)c(F)c(CO)c(F)c2F)CCC1	-19	-3	14	-12	-4	21	-22	-2	4
O=C(COC(=O)CNC(=O)c1ccc(Cl)cc1Cl)NCC1CCCO1 (stereo not drawn)	-9	1	16	1	-6	5	-5	3	4
Cc1nnc(NC(=O)C2CCCN(S(=O)(=O)Cc3ccccc3)C2)s1 (stereo not drawn)	9	3	6	-9	1	21	3	4	6
CN(NC(=O)c1ccc(Cl)cc1)c1nc(-c2ccccc2)nnc1C(F)(F)F	-5	1	7	13	-4	33	-19	-10	-1
CC(C)(C)c1cc(OC(=O)c2ccncc2)ccc1O	33	3	25	3	16	3	-11	-1	2
COCCNC(=O)C(c1ccc(C)o1)N(C(=O)c1snc(C(N)=O)c1N)c1ccc(C)c(C)c1 (stereo not drawn)	21	-15	-286	3	-8	14	-10	9	-8
S=C(NCCC1=CCCCC1)NCc1ccco1	-4	-21	0	12	-3	16	-14	-7	-3
Nc1nc(SCc2ccc(Br)cc2)c2ncn(C3OC(CO)C(O)C3O)c2n1 (stereo not drawn)	2	1	-4	/	-1	/	/	/	/
CC(=O)Nc1sc(N/N=C\c2ccccc2)nc1-c1cccs1	9	5	-4	-4	10	14	4	-7	-5
CCN1CCN(CCCNC(=O)c2cc3cc4ccc(OC)cc4nc3o2)CC1	17	1	i	7	-2	5	-6	2	9
CCn1c(=O)c2cc(C(=O)N(C)CC(OC)OC)sc2c2ccccc21	-16	0	-284	7	3	6	15	11	1
Cc1cc(Cl)ccc1NC(=O)Cn1cncn1	-11	-2	6	-2	-1	-1	-15	-5	-11
CC(=O)c1ccc(Sc2nnnn2-c2ccccc2)c([N+](=O)[O-])c1	22	1	16	10	7	-6	-10	2	-6
Cc1nnc(Sc2cc(C(=O)NCc3ccco3)c3ccccc3n2)s1	-9	-3	-34	-10	1	2	-5	-2	-3

(more compounds)
SMILES	PfGluPho inh	SENP1 inh	SENP8 block-1	Apaf1 inhib	HKDC1 inhibitor	NALP3 yeast inh	SENP6 inh	SENP7 block	SENP8 block-2
O=C(O)c1cccc(CSc2nnc(-c3ccc(Cl)cc3)o2)c1	-22	4	7	7	0	25	-2	6	2
Cc1ccc2nc(C3CCCN3Cc3nc(CCC(C)C)no3)[nH]c2c1 (stereo not drawn)	13	-2	-2	10	-4	5	-30	1	-3
COc1ccc(SCCc2nnc(-c3ccccc3)o2)cc1	-5	0	-11	3	4	45	-15	8	-2
CCOC(=O)c1ccc(NC(=O)COc2ccccc2CNCCc2ccccc2)cc1	-9	2	12	12	-14	17	-23	-2	-16
CSc1ccc(C(=O)C2CCCN(C(=O)c3cc(C)n(C)n3)C2)cc1 (stereo not drawn)	-10	1	0	1	-5	10	-6	6	-1
Cc1cc(Cl)ccc1C(=O)C1CCCN(C(=O)c2cccc(N3CCCC3=O)c2)C1 (stereo not drawn)	11	-2	-1	7	-2	17	1	3	4
Cc1cccc(NC(=O)C2CCN(C(=O)c3ccc(Cl)cc3)CC2)n1	7	1	10	0	-2	5	-5	0	-2
CCOC(=O)c1c(NC(=O)CSc2nnc(-c3c[nH]c4ccccc34)n2CC)sc2c1CCCC2	28	1	19	27	-3	16	-16	-8	-7
COc1cc(C(=O)NCCSc2ccc(Br)cc2)cc(OC)c1OC	7	2	12	12	-6	11	-9	-3	-12
CCOC(=O)c1c(-c2ccc(C)o2)csc1NC(=S)NC(=O)c1ccccc1Br	21	2	14	-7	1	19	-4	-7	-5
CCCCN(C)C(=O)Cn1nc(Cc2ccncc2)c2ccccc2c1=O	-10	0	11	3	-7	-2	-19	-18	-7
CC#CCCCC(=O)Nc1ccc(C(=O)O)cc1	-24	-1	0	14	-2	4	2	4	-9
CSc1cccc(NC(=S)N(CCCN2CCCC(C)C2)Cc2cccs2)c1 (stereo not drawn)	18	3	32	9	-3	2	4	6	0
O=[N+]([O-])c1ccc(N2CCN(CCO)CC2)cc1Sc1nc2ccccc2[nH]1	3	-2	18	-12	-4	4	2	4	0
O=C(Nc1cc(C(F)(F)F)ccc1Cl)c1cc2nc3c(c(C(F)(F)F)n2n1)CCCC3	7	-49	-193	0	-3	11	-14	0	-6
COc1ccc(-c2cc(C)no2)cc1S(=O)(=O)Nc1cccc(CN2CCCC2)c1	13	1	14	12	-8	2	1	-12	4
Cc1cc([N+](=O)[O-])ccc1NS(=O)(=O)c1ccccc1	-20	-5	16	/	1	/	/	/	/
COc1ccc(C2NC(=O)C(=O)/C2=C(\O)c2ccc(Cl)cc2)cc1OC (stereo not drawn)	9	-45	9	6	-1	8	-13	6	-1
O=[N+]([O-])c1ccc(CN2CCN(c3ccc(Cl)cc3)CC2)o1	-4	3	21	-1	0	16	16	-9	-2
CC(=O)c1cccc(NC(=O)/C=C/c2ccc([N+](=O)[O-])s2)c1	6	-30	13	/	0	/	/	/	/
Cc1nnc(SCC(=O)NC2CCCCC2)s1	-10	1	8	-19	-5	-2	-8	-4	1
CSc1ccc(Cl)c(C(=O)NC2CCCC2)c1	21	0	18	-5	-4	5	7	5	6
Cc1ccnc(NC(=O)CCc2c(C)nc3ncnn3c2C)c1	-4	-3	21	10	9	-8	5	-8	-11
C/C(=N\NC(=O)C1CC1)c1ccc(C)c(C)c1	2	2	16	-4	7	9	3	-3	-7

Screening data from PubChem.
